RAD52 inh: RAD52 DNA annealing inhibitors, primary screen, biochemical, FRET, single point, set 2 | DNA repair protein RAD52 homolog (Homo sapiens), P43351 | recombinant RAD52 DNA annealing, FRET fluorescence | inhibition, % at 18.7 µM | 360,000 tested, 0.46% active | AID 651710, 2012;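 active = every replicate showing at least 50% inhibition; inconclusive = mean inhibition at least 50% but not in every replicate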
Target sequence (P43351 whole entry, looked up): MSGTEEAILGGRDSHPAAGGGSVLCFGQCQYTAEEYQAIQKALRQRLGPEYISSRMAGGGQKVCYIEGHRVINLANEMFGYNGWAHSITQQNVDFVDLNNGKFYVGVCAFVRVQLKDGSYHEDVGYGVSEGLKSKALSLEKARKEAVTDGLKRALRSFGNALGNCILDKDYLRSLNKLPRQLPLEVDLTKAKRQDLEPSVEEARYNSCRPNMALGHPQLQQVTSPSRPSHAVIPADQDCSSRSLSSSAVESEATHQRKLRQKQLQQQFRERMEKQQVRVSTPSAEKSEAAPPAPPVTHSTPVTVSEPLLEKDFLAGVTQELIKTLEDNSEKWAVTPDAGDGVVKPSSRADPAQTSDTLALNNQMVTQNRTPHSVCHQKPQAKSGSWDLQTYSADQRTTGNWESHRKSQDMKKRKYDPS
Casp6 inh: human caspase-6 inhibitors, primary screen, biochemical, VEID-R110 fluorescence, single point, set 2; P55212; purified caspase-6, Z-VEID-R110 cleavage fluorescence; inhibition, % at 12.5 µM; 350,000 tested, 0.53% active; AID 686996, 2013;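 active = mean inhibition across replicates at least about 35%, with every replicate also reaching that limit, limit read from the data; inconclusive = only one of the two criteria met; inactive = neither criterion met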;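 note: 0% = median of neutral control wells and 100% = no fluorescence left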
Target sequence (P55212 24-179 limits assumed): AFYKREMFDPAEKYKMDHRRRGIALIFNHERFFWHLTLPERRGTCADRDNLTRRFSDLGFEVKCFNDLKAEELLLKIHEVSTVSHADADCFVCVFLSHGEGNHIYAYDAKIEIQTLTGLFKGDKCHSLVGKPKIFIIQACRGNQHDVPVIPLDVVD
Target sequence (P55212 194-293 limits assumed): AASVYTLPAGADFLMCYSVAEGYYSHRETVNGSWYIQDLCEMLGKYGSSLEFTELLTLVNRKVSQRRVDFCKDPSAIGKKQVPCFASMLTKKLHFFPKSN
E-selectin induc: E-selectin induction in HUVECs, primary screen, imaging, HUVEC, immunofluorescence imaging, single point; activation, % at 7.58 µM; normalized: neutral wells 0, TNF-alpha wells 100; 260,000 tested, 0.37% active; AID 686992, 2013; P16581;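 active = mean E-selectin-positive cell signal at least 10% of the positive control, reached in at least 60% of replicates, without over 20% cell loss; inconclusive = no rule given, readout overlaps actives, possibly toxicity-flagged; inactive = the rest, including those meeting only one limit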;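 note: in these data hits start at about 27%; measured in HUVEC primary endothelial cells; signal is the percent of cells scored E-selectin positive by PE staining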
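Test system: HUVEC; input: 3,000 HUVEC/well; measured by: immunofluorescence imaging; read-out: % PE-positive cells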
DENV2 CPE: inhibitors of DENV2 cytopathic effect, primary screen, cell-based, plate reader, single concentration; DENV2-infected cells, cytopathic effect rescue; CPE inhibition, % at 9.99 µM; 350,000 tested, 1.7% active; AID 651640, 2012; in the data active = CPE inhibition above about 20%, passing the limit was not always enough; inconclusive = no clear call, values can overlap the other calls; tested in BHK-21 cells;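 note: 0% = median of neutral control wells and 100% = median of positive control wells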
F508del corr: F508del CFTR correction, initial screen, CFBE line, single point | CFBE cells, YFP halide quenching; stimulated with forskolin plus potentiator P3; % fluorescence drop versus neutral controls | activity (quench increase), % at 7.58 µM | 350,000 tested, 0.36% active;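 active = mean added fluorescence quench of at least 8% versus neutral control, with both replicates also reaching 8%; inconclusive = only one of the mean or replicate conditions met; inactive = mean below 8% and not both replicates reaching 8%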;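 note: cells transiently co-express mutant CFTR-F508del with the halide-sensitive YFP; corrector assay measuring rescue of mutant channel to the surface after 24 h compound exposure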
GSIS activator: GLuc luminescence reporter in INS-1E cells, primary screen for activators of glucose-dependent secretion of insulin. INS-1E GLuc reporter insulin secretion, 2-3 h. activation, % at 16.6 µM. 370,000 tested, 0.61% active. AID 743287, 2014;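 active = lowest replicate activation of at least 40%, so every replicate reaches that level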;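 note: 0% = median of neutral control wells and 100% = median of IBMX positive control wells; some compounds called inactive have numbers as strong as hits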
RAD54 branch: inhibitors of human RAD54 branch migration, primary screen, biochemical, fluorescence, single point; DNA repair and recombination protein RAD54-like (Homo sapiens), Q92698; RAD54 Holliday junction branch migration, FAM/BHQ fluorescence; inhibition, % at 10.4 µM; 360,000 tested, 0.14% active; AID 602329, 2012;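 active = mean normalized replicate activity at least 40 and at least half of replicates scoring 40 or more; inconclusive = only one of the two criteria met; inactive = mean below 40 and under half of replicates reaching 40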;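 note: 0% = median of neutral control wells and 100% = median of positive control wells; inhibitors cause a drop in the FAM fluorescence signal; in these data hits start at about 50%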
Xi reactivation: activators of inactive X chromosome reactivation, primary screen, imaging, XiGFP fibroblasts, GFP high-content imaging, set 2; activation, % at 7.58 µM; XiGFP mouse fibroblasts, % GFP-positive cells imaging, 3 d; cells co-treated with 5-aza-dC sensitizer; scaled so ellipticine positive control = 100%; AID 743238, 2013; 360,000 tested, 0.055% active;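 active = mean normalized replicate activation at least 10% and every replicate at or above 10%; inconclusive = only one of the two criteria met; inactive = mean below 10% and not all replicates reach 10%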;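 note: 0% = median of on-plate neutral control wells and 100% = ellipticine 6 µM median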
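Assay system – SV40-immortalized XiGFP fibroblast cells, line 68-5-11 · Buffer or medium – DMEM supplemented with 5-aza-dC as sensitizing agent · Dosing – one concentration, pinned · Benchmarks – positive control ellipticine, 6 µM final · Times – 3 days compound exposure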
The depositor's hits bear a star; & = joins results of further samples.

For COc1cc(/C=C/C(=O)c2ccc(F)cc2)cc(OC)c1OC the results were RAD52 inh -9, DENV2 CPE 1, F508del corr -1.5, GSIS activator -18, RAD54 branch 6 and Xi reactivation 0.1.
O=C(c1ccncc1)N1N=C(c2ccc(Cl)cc2)CC1c1ccccc1O (stereo not given) was read as RAD52 inh -29, Casp6 inh 0, DENV2 CPE 4, F508del corr 1.3, GSIS activator 2, RAD54 branch 1 and Xi reactivation 0.5.
For Cc1ccc(S(=O)(=O)N(C)C[C@H]2OCc3cnnn3CCCC(=O)N([C@H](C)CO)C[C@H]2C)cc1 the results were RAD52 inh -10&3&-10, Casp6 inh -1&-1&-1, E-selectin induc -1.4&0.0, DENV2 CPE 2&9&1, F508del corr -3.1&3.3&-2.6, GSIS activator 6&7, RAD54 branch 4&4&5 and Xi reactivation 0.1.
Screening Cn1c(CSc2nc3ccc(Br)cc3[nH]2)nc2ccccc21 returned RAD52 inh -30, Casp6 inh 6, DENV2 CPE -6, F508del corr -0.7, GSIS activator -38 and RAD54 branch 6.
CCn1c(=O)n(CC)c2cc(N3CCCC3)c(NC(=O)c3ccc(C)c([N+](=O)[O-])c3)cc21 was read as RAD52 inh -21, Casp6 inh -2, DENV2 CPE 2, F508del corr -0.3, GSIS activator -3, RAD54 branch 4 and Xi reactivation 0.3.
CCN1CCN(C(=O)/C=C/c2ccc(OC)c(OC)c2)CC1 was read as RAD52 inh -7, Casp6 inh -2, DENV2 CPE 20*, F508del corr -4.5, GSIS activator 5, RAD54 branch 9 and Xi reactivation 0.0.
COC(=O)Cc1c(C)c2ccc(OC3CCCCC3=O)c(C)c2oc1=O (stereo not given) was read as RAD52 inh -6, Casp6 inh 2, DENV2 CPE -1, F508del corr -2.5, GSIS activator -33, RAD54 branch -9 and Xi reactivation 0.3.
O=C(C[C@H]1C[C@H]2c3cc(NC(=O)CC4CC4)ccc3O[C@H]2[C@H](CO)O1)NCc1cccnc1 was read as RAD52 inh -6, Casp6 inh -1, E-selectin induc 1.7, DENV2 CPE -2, F508del corr -5.8, GSIS activator 3, RAD54 branch 4 and Xi reactivation 0.0.
O=C(c1cccc(F)c1)N1CC2(C1)[C@H](c1ccccc1)[C@H](CO)N2C(=O)C1CC1 was read as RAD52 inh 3, Casp6 inh -2, E-selectin induc 0.0, DENV2 CPE 34*, F508del corr 4.0, GSIS activator 10 and Xi reactivation 0.2.
For CN1c2ccc(-c3ccccc3)cc2[C@@H]2[C@@H](CCN2C(=O)c2ccncc2)[C@@H]1CO the results were RAD52 inh -2, Casp6 inh -4, E-selectin induc 1.1, DENV2 CPE -18, F508del corr -0.4, GSIS activator 7, RAD54 branch -2 and Xi reactivation 0.0.
For Cc1noc2ncnc(N3CCN(c4cccc(Cl)c4)CC3)c12 the results were RAD52 inh 1, Casp6 inh -3, DENV2 CPE 7, F508del corr -1.3, GSIS activator -16 and Xi reactivation 0.0.
CCOC(=O)N1CCN(c2nc3ccccc3n3cnnc23)CC1 was read as RAD52 inh -22, Casp6 inh -1, E-selectin induc -0.3, DENV2 CPE -5, F508del corr -3.3 and GSIS activator 18.
Screening CCC(=O)N[C@H]1CC[C@H](CCn2cc(C3CC3)nn2)O[C@H]1CO returned RAD52 inh 7, Casp6 inh 1, E-selectin induc 0.4, DENV2 CPE inconclusive, F508del corr 1.1, GSIS activator 7, RAD54 branch -2 and Xi reactivation 0.6.
For O=C(O)[C@H](Cc1ccccc1)NC(=O)N1CCN(c2ccc(F)cc2)CC1 the results were RAD52 inh -16, Casp6 inh 3, DENV2 CPE 2, F508del corr -1.2, GSIS activator -10, RAD54 branch -1 and Xi reactivation -0.2.
O=C(NC12CC3CC(CC(C3)C1)C2)c1ccc([N+](=O)[O-])cc1 was read as RAD52 inh -2, Casp6 inh -1, E-selectin induc 0.2, DENV2 CPE -4, F508del corr -1.6, GSIS activator 26, RAD54 branch 1 and Xi reactivation 0.1.
Screening Cc1cc(C)cc(NC(=O)N2c3ccccc3NC(=O)CC2C)c1 (stereo not given) returned RAD52 inh -9, Casp6 inh -2, E-selectin induc 2.7, DENV2 CPE 1, F508del corr 1.1, GSIS activator 1, RAD54 branch -3 and Xi reactivation -0.1.
Screening C[C@@H]1CN([C@@H](C)CO)C(=O)c2cc(/C=C/c3ccccc3)cnc2O[C@H]1CN(C)S(C)(=O)=O returned RAD52 inh 19, Casp6 inh 0, E-selectin induc -2.2, DENV2 CPE 2, F508del corr -4.7, GSIS activator 7, RAD54 branch 3 and Xi reactivation -0.4.
Cc1ccc([C@H]2C[C@@H](O)[C@H](n3cc(C4CC4)nn3)CN2C(=O)C2CCCCC2)cc1 was read as RAD52 inh -11, Casp6 inh 1, DENV2 CPE 14, F508del corr 4.1, GSIS activator -26, RAD54 branch 0 and Xi reactivation 0.1.
Screening CCS(=O)(=O)N1Cc2ccccc2CC1C(=O)N(C)Cc1ccc(OC)c(F)c1 (stereo not given) returned RAD52 inh -23, Casp6 inh 34, DENV2 CPE -3, F508del corr 2.6, GSIS activator -6, RAD54 branch -14 and Xi reactivation 0.0.
For COc1cc(COCC(O)CN2CCc3ccccc3C2)cc(OC)c1OC (stereo not given) the results were RAD52 inh -1, Casp6 inh -1, E-selectin induc 0.1, DENV2 CPE -6, F508del corr 0.3, GSIS activator -3, RAD54 branch 6 and Xi reactivation -0.1.
For C[C@H]1CN([C@@H](C)CO)C(=O)Cc2cc(NC(=O)Cn3cnnn3)ccc2O[C@H]1CN(C)C(=O)NC1CCCCC1 the results were RAD52 inh 1, Casp6 inh -1, E-selectin induc 0.4, DENV2 CPE inconclusive, F508del corr 1.3, GSIS activator 1, RAD54 branch -2 and Xi reactivation 0.0.
Screening Cc1ccc(C2=N/C(=C\c3cccc(F)c3)C(=O)O2)cc1 returned RAD52 inh -7, Casp6 inh -1, DENV2 CPE 7, F508del corr -1.3, GSIS activator 14, RAD54 branch -5 and Xi reactivation -0.1.
`CC(C)NC(=O)Nc1ccc2c(c1)C(=O)N([C@@H](C)CO)C[C@@H](C)[C@@H](CN(C)Cc1ccccc1)OCCCC[C@@H](C)O2` gave RAD52 inh 13, Casp6 inh 1, E-selectin induc -0.2, DENV2 CPE 2, F508del corr -2.4, GSIS activator 14, RAD54 branch 0 and Xi reactivation 0.3.
Screening O=C1c2ccccc2C(=O)N1CCc1c(-c2[nH]c3ccccc3c2CCN2C(=O)c3ccccc3C2=O)[nH]c2ccccc12 returned RAD52 inh -7, Casp6 inh 1, E-selectin induc 0.2, DENV2 CPE 20, F508del corr -1.5, GSIS activator 2, RAD54 branch -3 and Xi reactivation 0.2.
For Cc1noc(C)c1S(=O)(=O)Nc1ccc2c(c1)C(=O)N([C@H](C)CO)C[C@H](C)[C@H](CN(C)C(=O)Cc1ccccc1)OCCCC[C@H](C)O2 the results were RAD52 inh 0, Casp6 inh -1, E-selectin induc 1.4, DENV2 CPE 0, F508del corr 0.8, GSIS activator -11, RAD54 branch -1 and Xi reactivation -0.8.
For CCNC(=O)[C@H]1[C@H](CO)[C@H]2Cn3c(ccc(C4=CCCC4)c3=O)[C@@H]1N2Cc1ccccc1 the results were E-selectin induc 0.7, F508del corr -0.3, GSIS activator -3 and Xi reactivation 0.4.
For O=C1CCCC(=NCc2ccco2)C1 the results were RAD52 inh -3, Casp6 inh 2, DENV2 CPE -10, F508del corr -1.1, GSIS activator -1 and RAD54 branch 6.
Cc1nn(Cc2ccccc2)c(C)c1/C=N/NC(=O)c1cccnc1 was read as RAD52 inh -3, Casp6 inh 0, DENV2 CPE 2, GSIS activator 17 and Xi reactivation 0.3.
`COc1ccc(S(=O)(=O)Nc2cccc3c2O[C@H](CN(C)S(=O)(=O)c2ccc(OC)cc2)[C@@H](C)CN([C@H](C)CO)C3=O)cc1` gave RAD52 inh -15, Casp6 inh -1, E-selectin induc -0.4, DENV2 CPE 21*, F508del corr -1.9&-6.0, GSIS activator 7, RAD54 branch -8 and Xi reactivation 0.1&0.0.
`CCOc1cc(CNCCO)cc(Br)c1OCc1cccs1` gave RAD52 inh 18, Casp6 inh -7, DENV2 CPE -4, F508del corr -1.6 and GSIS activator -22.
Cc1[nH]c2ccccc2c1C(=O)c1cc(Cc2ccccc2)sc1N was read as RAD52 inh -9, Casp6 inh -1, E-selectin induc 0.0, DENV2 CPE -5, F508del corr -0.9, GSIS activator -21 and Xi reactivation 0.1.
For CCC(Sc1nc(N)c(NC(=O)c2ccco2)c(=O)[nH]1)C(=O)O (stereo not given) the results were RAD52 inh -22, Casp6 inh -2, E-selectin induc 0.0, DENV2 CPE 8, F508del corr 0.7, GSIS activator 42, RAD54 branch 0 and Xi reactivation 0.1.
CCCCNC(=S)N1CCN(Cc2ccc3c(c2)OCO3)CC1 was read as RAD52 inh -17, Casp6 inh -1, DENV2 CPE -3, F508del corr 2.8, GSIS activator -6 and Xi reactivation 0.0.
For O=C(Nc1ccc(Br)cc1Br)c1cccc2c1C(=O)N(C1CCCCC1)C2 the results were RAD52 inh -8, Casp6 inh 7, DENV2 CPE 6, F508del corr -0.6, GSIS activator 14, RAD54 branch -3 and Xi reactivation 0.3.
`O=C(NN=C1CCCCCCCCCCC1)c1cccc(S(=O)(=O)N2CCOCC2)c1` gave E-selectin induc 5.4, F508del corr -0.9, GSIS activator -5 and Xi reactivation -0.1.

At a glance, part of the list above:
Cc1[nH]c2ccccc2c1C(=O)c1cc(Cc2ccccc2)sc1N was read as RAD52 inh -9, Casp6 inh -1, E-selectin induc 0.0, DENV2 CPE -5, F508del corr -0.9, GSIS activator -21 and Xi reactivation 0.1.
For CCC(Sc1nc(N)c(NC(=O)c2ccco2)c(=O)[nH]1)C(=O)O (stereo not given) the results were RAD52 inh -22, Casp6 inh -2, E-selectin induc 0.0, DENV2 CPE 8, F508del corr 0.7, GSIS activator 42, RAD54 branch 0 and Xi reactivation 0.1.
CCCCNC(=S)N1CCN(Cc2ccc3c(c2)OCO3)CC1 was read as RAD52 inh -17, Casp6 inh -1, DENV2 CPE -3, F508del corr 2.8, GSIS activator -6 and Xi reactivation 0.0.
For O=C(Nc1ccc(Br)cc1Br)c1cccc2c1C(=O)N(C1CCCCC1)C2 the results were RAD52 inh -8, Casp6 inh 7, DENV2 CPE 6, F508del corr -0.6, GSIS activator 14, RAD54 branch -3 and Xi reactivation 0.3.
`O=C(NN=C1CCCCCCCCCCC1)c1cccc(S(=O)(=O)N2CCOCC2)c1` gave E-selectin induc 5.4, F508del corr -0.9, GSIS activator -5 and Xi reactivation -0.1.

High-throughput results: PubChem, Broad Institute
